LAP4 TOR yeast = modulators of LAP4-GFP expression in yeast, primary screen, S. cerevisiae, multiplex flow cytometry, MLPCN library. GFP response vs DMSO, % at 10 µM. hit rate 0.34% among 320,000. 3 h; median GFP as percent of DMSO wells. AID 2023, 2009;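 active means GFP response vs DMSO above a set limit, about the screen mean plus 3 SD, cut at about 150% in these data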
GRK2 aptamer HTS = compounds blocking aptamer binding on GRK2 – biochemical, human GRK2, bead flow cytometry, HTS, primary screen; hit rate 0.59% among 330,000; Beta-adrenergic receptor kinase 1 (Homo sapiens), P25098; FAM-aptamer displacement from GRK2; inhibition of aptamer binding, % at 10 µM;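 active means inhibition of aptamer binding above 40%, roughly 3 SD of noise, on plates passing a quality check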;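 further: median bead fluorescence of bound FAM aptamer so fluorescent compounds give negative values; no value below 0 was filed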
Target sequence (P25098 whole entry, looked up): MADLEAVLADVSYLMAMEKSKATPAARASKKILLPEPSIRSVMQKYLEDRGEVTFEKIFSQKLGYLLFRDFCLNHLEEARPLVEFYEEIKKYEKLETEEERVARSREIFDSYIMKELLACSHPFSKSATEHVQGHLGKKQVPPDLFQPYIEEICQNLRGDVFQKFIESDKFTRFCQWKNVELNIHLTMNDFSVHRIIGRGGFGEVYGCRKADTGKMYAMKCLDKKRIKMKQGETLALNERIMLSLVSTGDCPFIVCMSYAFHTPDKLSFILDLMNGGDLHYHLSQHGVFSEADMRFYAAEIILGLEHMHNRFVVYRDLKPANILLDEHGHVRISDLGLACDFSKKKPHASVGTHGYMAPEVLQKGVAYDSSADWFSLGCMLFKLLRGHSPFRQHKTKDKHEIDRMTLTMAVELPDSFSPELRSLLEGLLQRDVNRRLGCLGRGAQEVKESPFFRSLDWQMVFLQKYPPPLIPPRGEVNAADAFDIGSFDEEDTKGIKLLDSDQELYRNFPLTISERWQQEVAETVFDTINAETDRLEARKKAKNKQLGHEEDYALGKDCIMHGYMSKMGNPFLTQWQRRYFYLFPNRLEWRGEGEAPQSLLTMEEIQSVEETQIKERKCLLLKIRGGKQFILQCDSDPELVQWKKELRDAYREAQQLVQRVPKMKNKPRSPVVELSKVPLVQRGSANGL
CIT2-GFP yeast = modulators of CIT2-GFP expression in yeast, primary screen, S. cerevisiae, GFP fusion, multiplex flow cytometry, MLPCN library; S. cerevisiae CIT2-GFP strain, 3 h; 100 means same as DMSO wells; GFP response vs DMSO, % at 10 µM; hit rate 0.065% among 320,000; AID 2029, 2009;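 active means GFP response relative to DMSO above a set limit, near the screen mean plus 3 SD, cut at about 150% in these data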;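 further: ratio of well median GFP fluorescence to mean of DMSO wells on the plate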
RPL19A-GFP yeast = RPL19A-GFP expression modulators in yeast, primary screen, cell-based, S. cerevisiae, multiplex flow cytometry, MLPCN; S. cerevisiae RPL19A-GFP strain, 3 h; active compounds read low; percent response vs DMSO, % at 10 µM; hit rate 0.3% among 330,000; AID 2025, 2009;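 active means percent response vs DMSO below 50%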;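 further: median channel GFP fluorescence of the barcoded RPL19A-GFP strain; ratio of sample median GFP to plate DMSO average so 100% = DMSO; lower means less RPL19A-GFP as with rapamycin TOR inhibition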
GASC-1 inh = inhibitors of GASC-1 histone demethylase, primary screen, biochemical, fluorescence, DELFIA europium; AID 2099, 2009; Lysine-specific demethylase 4C (Homo sapiens), Q9H3R0; GST-JMJD2C(1-420) H3K9me3 demethylation; inhibition, % at 2.35 µM; hit rate 0.069% among 330,000;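 active means more than half of a compound's replicate wells show inhibition beyond 50%, single wells judged on their own value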;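 further: signal counts dimethyl H3K9 product captured on neutravidin plate; 0% = median of DMSO wells and 100% = 0.3 times that DMSO median; strong numbers were not always called active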
MEP2 TOR yeast = modulators of MEP2-GFP levels in yeast, primary screen, S. cerevisiae, multiplex flow cytometry, MLPCN library. S. cerevisiae MEP2-GFP strain, 3 h; 100% = DMSO control level. GFP response vs DMSO, % at 10 µM. hit rate 0.51% among 330,000. AID 2016, 2009;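 active means GFP response versus DMSO above a set limit, roughly screen mean plus 3 SD, cut at about 180% in these data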;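 further: median GFP fluorescence of the barcode-gated MEP2-GFP cells per well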
AGP1-GFP MLPCN = modulators of AGP1-GFP expression in yeast TOR pathway, primary screen, cell-based, multiplex flow cytometry, S. cerevisiae, MLPCN library. hit rate 0.02% among 320,000. GFP response vs DMSO, % at 10 µM. 3 h; GFP as percent of DMSO wells;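 active means GFP response relative to DMSO above a set limit, near screen average plus 3 SD, cut at about 150% in these data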;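 further: median GFP channel fluorescence of the gated AGP1 strain per well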
VLA-4 inh = inhibition in human VLA-4 binding assay, primary screen, VLA-4 allosteric modulator project, MLPCN library, flow cytometry, VLA-4 expressing cells; Integrin alpha-4 (Homo sapiens), P13612; ligand binding flow cytometry; inhibition, % (about 7 µM as worked out from the volumes in the protocol); hit rate 0.2% among 330,000; AID 2557, 2010; in the data active means inhibition above about 50%
Active calls of the source: *.

SMILES	LAP4 TOR yeast	GRK2 aptamer HTS	CIT2-GFP yeast	RPL19A-GFP yeast	GASC-1 inh	MEP2 TOR yeast	AGP1-GFP MLPCN	VLA-4 inh
CCOc1cc(/C=N/NC(=O)c2ccncc2)ccc1OC(=O)c1ccccc1	74	0	87	98	3	87	90	-15
O=C(COC(=O)COc1ccccc1)NCc1ccco1	105	8	99	96	-7	99	101	13
O=C(Cc1ccc(Cl)cc1Cl)NCC1(N2CCOCC2)CCCCC1	83	0	103	93	-3	90	97	0
COc1ccc(CCNC(=O)c2cc(-c3cc(C)cc(C)c3O)n[nH]2)cc1OC	97	0	107	92	-10	99	96	-8
CCn1cnc2sc(C(=O)Oc3ccc(Br)cc3)c(C)c2c1=O	116	0	108	96	-14	106	106	13

Three compounds already listed, ordered by their value in GASC-1 inh, ascending.
SMILES	LAP4 TOR yeast	GRK2 aptamer HTS	CIT2-GFP yeast	RPL19A-GFP yeast	GASC-1 inh	MEP2 TOR yeast	AGP1-GFP MLPCN	VLA-4 inh
COc1ccc(CCNC(=O)c2cc(-c3cc(C)cc(C)c3O)n[nH]2)cc1OC	97	0	107	92	-10	99	96	-8
O=C(COC(=O)COc1ccccc1)NCc1ccco1	105	8	99	96	-7	99	101	13
O=C(Cc1ccc(Cl)cc1Cl)NCC1(N2CCOCC2)CCCCC1	83	0	103	93	-3	90	97	0

2 consecutive records already listed, quoted:
SMILES	LAP4 TOR yeast	GRK2 aptamer HTS	CIT2-GFP yeast	RPL19A-GFP yeast	GASC-1 inh	MEP2 TOR yeast	AGP1-GFP MLPCN	VLA-4 inh
COc1ccc(CCNC(=O)c2cc(-c3cc(C)cc(C)c3O)n[nH]2)cc1OC	97	0	107	92	-10	99	96	-8
CCn1cnc2sc(C(=O)Oc3ccc(Br)cc3)c(C)c2c1=O	116	0	108	96	-14	106	106	13

Limited to RPL19A-GFP yeast, GRK2 aptamer HTS and CIT2-GFP yeast (2 entries from above):
SMILES	RPL19A-GFP yeast	GRK2 aptamer HTS	CIT2-GFP yeast
O=C(Cc1ccc(Cl)cc1Cl)NCC1(N2CCOCC2)CCCCC1	93	0	103
COc1ccc(CCNC(=O)c2cc(-c3cc(C)cc(C)c3O)n[nH]2)cc1OC	92	0	107
